Screening data from PubChem BioAssay.
MsrA act: activators of bovine methionine sulfoxide reductase A | purified bovine MsrA, absorbance read-out | activation, % at 10.6 µM | 360,000 compounds, 0.3% hits | AID 602163; in the data active = activation above about 7.5%;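 note: 0% = vehicle and 100% = reference activator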
NRP1-CendR mod: modulators of CendR peptide binding to human neuropilin-1 | O14786 | FAM-RPARPAR peptide binding to NRP-1, fluorescence polarization | inhibition, % at 25 µM | 360,000 compounds, 0.85% hits | AID 602438;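 active = inhibition or corrected inhibition above about 18%, plus a signal ratio from 0.5 to 1.5, limit read from the data, passing the limit was not always enough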; note: strong numbers were not always called active
MLLE-PAM2 inh: blocks PAM2 peptide binding to the PABP1 MLLE domain. P11940. inhibition, % at 20 µM. 360,000 compounds, 0.36% hits. GST-MLLE / FITC-PAM2 fluorescence polarization; in the data active = inhibition above about 35%, passing the limit was not always enough;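 note: plate controls were DMSO wells with GST-MLLE for no effect and wells lacking GST-MLLE protein for full effect; some results filed as inactive read as strong as hits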
E coli Lon inh: inhibitors of E. coli Lon protease | purified E. coli Lon protease, fluorescence polarization | 360,000 compounds, 0.42% hits | inhibition, % at 7.94 µM | P0A9M0; in the data active = inhibition above about 13%, passing the limit was not always enough;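 note: 0% = enzyme with probe and DMSO and 100% = no enzyme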
Neddyl block: cullin neddylation inhibition | 360,000 compounds, 0.58% hits | TR-FRET cullin neddylation, biochemical | AID 651699 | calls only at 25 µM | P61081+Q13564; in the data active = inhibition above about 36%
FAS TE block: inhibitors of human fatty acid synthase thioesterase domain; P49327; recombinant FAS-TE, OMFH fluorogenic substrate, fluorescence endpoint; inhibition, % at 15 µM; 360,000 compounds, 0.67% hits; AID 602261;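 active = compounds whose normalised, plate-corrected inhibition of enzyme fluorescence in the single-dose primary screen is 50% or more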;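 note: 0% = DMSO with enzyme and 100% = substrate without enzyme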
SKN-1 block: inhibitors of C. elegans SKN-1. C. elegans VP596 Pgst-4::GFP/RFP ratio, acrylamide-induced, 24 h. AID 624304. 360,000 compounds, 0.49% hits. inhibition, % at 21.8 µM;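 active = interference check ratio from 0.5 to 1.5 plus GFP to RFP signal ratio inhibition reaching or exceeding a fixed threshold, cut at about 30% in these data, passing the limit was not always enough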; note: some compounds called inactive have numbers as strong as hits
MT1-MMP act inh: MT1-MMP (human) activation inhibition; HT1080 RFP-PRO-GFP cells, GFP/RFP ratio fluorescence, overnight; percent of plate control window, DMSO zero; GFP/RFP ratio change, % at 20 µM; P50281; AID 651647; 360,000 compounds, 0.061% hits;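 active = GFP/RFP ratio change of at least 30% with cell ATP level not reduced by more than half and red fluorescence within 50% of control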; note: strong numbers were not always called active
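Assay system: HT1080 cells carrying an RFP-PRO-GFP reporter | Dosing: Single dose of 20 µM compound, 1% DMSO final | Incubation: Cells overnight before dosing, compound overnight, 37 °C, 5% CO2 | Evaluation: GFP/RFP fluorescence ratio | Control set: DMSO and RFP-L50D-GFP cell wells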
Rin1 Abl inh: human Rin1-Abl interaction inhibition; TR-FRET Rin1/Abl binding, biochemical; inhibition, % at 7.35 µM; 360,000 compounds, 0.4% hits; AID 588664; in the data active = inhibition above about 5%, passing the limit was not always enough
The depositor's hits bear a star; i = inactive; · = not tested or not shown.

SMILES	MsrA act	NRP1-CendR mod	MLLE-PAM2 inh	E coli Lon inh	Neddyl block	FAS TE block	SKN-1 block	MT1-MMP act inh	Rin1 Abl inh
O=C(NCc1cc(Cl)cc(Cl)c1)c1ccc2nc([C@@H]3O[C@H](CO)[C@H](O)[C@H](O)[C@H]3O)[nH]c2c1	-1	-3	2	-1	i	-8	0	2	2
O=C(NC1CCCC1)C1c2ccccc2OCC(=O)N1CCc1c[nH]c2ccccc12 (configuration not stated)	-1	3	·	0	i	-4	9	1	·
O=C(Nc1ccc(F)cc1)c1ccc2nsnc2c1	-3	6	-10	-5	i	-1	-1	2	-4
COc1cc(C2c3c(oc4ccccc4c3=O)C(=O)N2c2nccs2)ccc1O (configuration not stated)	-7	-13	-10	2	i	2	-6	1	-8
CC(C)CC1Nc2ccc(C(=O)NCCCN3CCOCC3)cc2NC1=O (configuration not stated)	-4	5	-10	12	i	-6	-8	-3	-1
O=C(O)c1ccc(N/N=C/c2ccc(-c3ccc(Br)cc3)o2)cc1	-4	-9	0	-2	·	29	-6	-1	12*
Cc1cc(C(=O)OCC(=O)Nc2c(Cl)cccc2Cl)c(C)o1	-4	0	-6	7	i	-3	0	-3	3
CCS(=O)(=O)N1Cc2ccccc2CC1C(=O)NCC12CC3CC(CC(C3)C1)C2 (configuration not stated)	-4	-4	-15	-3	i	3	18	1	4

Carrying on:
SMILES	MsrA act	NRP1-CendR mod	MLLE-PAM2 inh	E coli Lon inh	Neddyl block	FAS TE block	SKN-1 block	MT1-MMP act inh	Rin1 Abl inh
CCOC(=O)c1c(C)c(C(=O)NCc2ccc3c(c2)OCO3)c(C)n1C	-5	-1	4	-8	i	12	7	3	5
CCOc1ccccc1C1C(C#N)=C(N)Oc2n[nH]c(CC)c21 (configuration not stated)	-7	-1	14	-17	i	-6	3	2	4
C[C@@H](OC(=O)c1[nH]cnc1C(=O)N1CCN(C(=O)OC(C)(C)C)CC1)c1ccccc1	-2	-7	-1	-4	i	-9	-15	1	3
COc1ccc(C2C(C(=O)c3ccco3)=C(O)C(=O)N2c2nnc(C)s2)cc1 (configuration not stated)	-4	5	36	1	i	-6	-8	-13	-4
CCCNC(=O)C(Cc1ccc(I)cc1)NC(=O)c1ccc(C#N)cc1 (configuration not stated)	-2	4	8	2	i	11	8	-2	1
COc1cc(NS(=O)(=O)c2cc3[nH]c(=O)c(=O)[nH]c3cc2C)cc(OC)c1OC	0	-21	6	8	i	-7	7	0	-1
O=C(CCC(=O)n1ncc2ccccc21)NCc1ccc(F)cc1	-4	-8	-3	-3	i	-6	6	-4	1
CCOc1ccc(/C=C2\SC(=S)N(CCCC(=O)NCCCN3CCOCC3)C2=O)cc1	0	-9	4	-1	i	33	13	2	-4

Remaining list, next part
SMILES	MsrA act	NRP1-CendR mod	MLLE-PAM2 inh	E coli Lon inh	Neddyl block	FAS TE block	SKN-1 block	MT1-MMP act inh	Rin1 Abl inh
COC(=O)c1cc(Br)c(=O)n(Cc2ccc(OC)c(OC)c2)c1	-1	5	4	-4	i	-2	3	-2	0
CC(C)NC(=O)N(C)C[C@@H]1OCc2ccccc2-c2c(n(C)c3ccccc23)C(=O)N([C@@H](C)CO)C[C@@H]1C	-1	3	18	11	i	-2	1	-2	-1
Cc1cccc(-n2c(CNC(=O)COc3ccccc3)nnc2SCC(=O)Nc2nccs2)c1	-11	11	0	-2	i	-6	3	-4	0
Cn1ncc(Br)c1C(=O)N1CCCCCC1	-4	8	5	-6	i	-6	-6	-6	-2
CCOC1=C2CN(S(=O)(=O)c3ccc(C)cc3)[C@@H](c3cccs3)C[C@H]2[C@H]2C(=O)N(c3ccccc3)C(=O)[C@H]2C1	-5	19	3	-3	i	78*	13	6	1
O=C(NCC(c1ccco1)N1CCOCC1)c1ccc(F)c(F)c1 (configuration not stated)	-3	5	10	-9	i	-4	6	-4	0
Cc1cc(Nc2cccc(F)c2)nc(-c2ccccc2O)n1	-2	8	-2	1	i	37	6	6	4
O=C(CNC(c1ccccc1)c1ccccc1)Nc1ccccc1Br	-2	10	-2	-3	i	31	-11	2	-1

(next part)
SMILES	MsrA act	NRP1-CendR mod	MLLE-PAM2 inh	E coli Lon inh	Neddyl block	FAS TE block	SKN-1 block	MT1-MMP act inh	Rin1 Abl inh
Cn1c(CCNC(=O)c2ccco2)nc2cc(NC(=O)NC3CCCCC3)ccc21	-10	-6	2	2	i	-7	-12	-1	2
CN(Cc1ccccc1)S(=O)(=O)c1ccc(Cl)c(C(=O)N2CCOCC2)c1	-2	-2	4	-7	i	-7	-3	-6	0
Cc1ccc(S(=O)(=O)N(C)c2ccc(C(=O)N3CCOCC3)cc2)cc1	1	6	-6	-10	i	-4	8	5	1
Cc1ccc(C(=O)C(C)OC(=O)Cn2[nH]c(=O)c3ccccc3c2=O)cc1C (configuration not stated)	-5	9	-14	-5	i	0	-12	-3	3
Cc1cc(OCC(=O)NCCO)cc(C)c1Cl	-1	-3	1	0	i	-3	-13	3	0
CCS(=O)(=O)CCSC(=N)N	-7	-10	17	0	i	-6	1	3	3
CC1CCc2sc(C(=O)NC3CCCCC3)cc2C1 (configuration not stated)	-3	4	1	4	i	-4	7	-1	0
O=C(NCCc1ccccc1)C(=S)N1CCCCC1	-1	-2	5	1	i	-1	-6	2	4

Additional results follow.
SMILES	MsrA act	NRP1-CendR mod	MLLE-PAM2 inh	E coli Lon inh	Neddyl block	FAS TE block	SKN-1 block	MT1-MMP act inh	Rin1 Abl inh
CCCC(c1nnnn1C(C)(C)CC)N(CCCO)Cc1cc2cc(C)cc(C)c2[nH]c1=O (configuration not stated)	-7	0	28	-11	i	-4	-7	-6	-1
CCOC(=O)c1sc(NC(=S)NC(=O)C23CC4CC(CC(C4)C2)C3)cc1C	3	1	31	-6	i	15	-5	-10	-1
O=C(CCc1nnc(CCC2CCCCC2)o1)NCCc1cccnc1	-5	-2	8	-12	i	-4	11	1	-1
CCCN1Cc2cccc(C(=O)NCc3ccc(C)cc3)c2C1=O	0	5	-9	0	i	10	-3	0	2
CCC/C=N/NC(=O)c1cccc(Br)c1	-5	18	-17	-4	i	0	-1	0	2
Cc1noc(/C=C/N(C)C)c1S(=O)(=O)N1CCCC(C(=O)Nc2ccccc2F)C1 (configuration not stated)	-9	10	-13	-68	i	-1	8	-8	-4
Cc1n[nH]c(=O)c2c(NC(=O)CSc3nc4ccccc4c(=O)n3C(C)C)oc(C)c12	-1	-9	7	-4	i	0	-5	-6	1
O=C(CCn1cnc2ccccc21)N=Nc1c(O)[nH]c2ccccc12	-2	-11	-8	-9	i	-2	-9	8	-6

Remaining list, next part.
SMILES	MsrA act	NRP1-CendR mod	MLLE-PAM2 inh	E coli Lon inh	Neddyl block	FAS TE block	SKN-1 block	MT1-MMP act inh	Rin1 Abl inh
NS(=O)(=O)c1ccc(CCNC(=O)CSc2nc3ccsc3c(=O)n2CC2CCC(C(=O)O)CC2)cc1 (configuration not stated)	-2	11	15	11	i	-4	0	4	5
CC(=O)Nc1ccc(C)c([N+](=O)[O-])c1	-3	-5	1	-1	i	0	6	-2	-3
COc1ccc(C2c3[nH]c4ccccc4c3C[C@H]3C(=O)N(CC(C)C)CC(=O)N23)c(OC)c1 (some centres not stated)	-2	9	-4	-1	i	10	11	1	0
CC(C)Cc1nnc(NC(=O)c2cc(-c3ccccc3)nc3ccccc23)s1	-6	2	25	-15	i	14	-3	1	-4
O=S1(=O)CC(N2CCCCC2)C(N2CCCCC2)C1 (configuration not stated)	-5	-11	5	-5	i	-8	-18	-1	4
CC(=O)C1CCC2C(CCC3=CC(=O)CCC32)C1 (configuration not stated)	-1	-2	-10	13	i	-6	19	-1	5
COc1cccc(CN(C)C(=O)c2[nH]c(C)c(C(C)=O)c2C)c1OC	-2	-3	-10	-15	i	-7	5	-8	1
O=C(N/N=C/c1ccncc1)/C(=C/c1ccccc1)NC(=O)c1ccccc1	-2	-2	-14	0	i	-6	-13	5	-1

The list goes on:
SMILES	MsrA act	NRP1-CendR mod	MLLE-PAM2 inh	E coli Lon inh	Neddyl block	FAS TE block	SKN-1 block	MT1-MMP act inh	Rin1 Abl inh
CCN(CC)c1ccc(-n2c(O)c(C=C3N=c4ccccc4=N3)sc2=S)cc1	-2	-1	0	-4	i	-11	-7	0	-2
Cc1csc(=N)n1-c1ccc(Cl)cc1	-4	13	-13	-7	i	3	11	-6	1
COc1ccc(OC)c(CCNC(=O)c2ccc3c(c2)N(Cc2ccc(F)cc2)CCS3)c1	-2	10	23	-2	i	20	6	-5	3
Fc1ccc(N2CCN(Cc3cnc(N4CCOCC4)s3)CC2)cc1	-8	8	1	4	i	-5	2	-1	-3
COc1ccc(CNS(=O)(=O)c2ccc3c(c2)CC(C)N3C(=O)C2CC2)cc1 (configuration not stated)	-4	8	-8	-13	i	2	-24	2	3
O=C(NCc1nc2ccccc2[nH]1)c1cc2ccccc2oc1=O	-1	-5	3	0	i	-6	9	-3	-1
Cc1nc(-c2noc(-c3ccc(Cl)cc3)n2)c(C(F)(F)F)o1	-2	8	-8	-3	i	0	8	0	-3
O=C(CC1SC(N2CCCC2)=NC1=O)Nc1ccc(C(=O)NCCc2ccc(F)cc2)cc1 (configuration not stated)	-2	7	5	1	i	-5	-17	1	3
CCNC(=O)C1(C)CCCCN1Cc1ccc(C#N)cc1 (configuration not stated)	-7	-9	2	-10	i	-11	3	2	-2

Outcome played no part in choosing rows (roughly 4% active in at least one column).
